HT1080-NT tox = qHTS for induction of synthetic lethality in tumor cells producing 2HG: qHTS for the HT-1080-NT fibrosarcoma cell line | Potency, µM (series often up to 46.1 µM), for inactives: top-dose activity, negative = less viability, actives largely listed as cytotoxic | HT-1080-NT fibrosarcoma viability, CellTiter-Glo ATP luminescence, 48 h | 360,000 compounds, 1.6% hits | AID 686970, 2013;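 note: NT is the 2HG producing partner of a matched IDH1 knockdown line; potency is the fitted concentration of half-maximal effect; 0% = DMSO-treated cells and -100% = media-only wells without cells; nearly all actives have a fitted effect of over 55% in size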
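A 48-hour cytotoxicity screen used HT-1080-NT cells plated 2 hours before compound delivery. ATP-based CellTiter-Glo luminescence measured viability, normalized to DMSO and no-cell controls.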
IL1B secr inh = qHTS for Inhibitors of Inflammasome Signaling: IL-1-beta AlphaLISA Primary Screen; THP-1 LPS/ATP IL-1B secretion, AlphaLISA, 16 h; active compounds read low; activity change, % at 57.5 µM; 360,000 compounds, 4.7% hits; AID 743279, 2014; in the data active = activity change below about -50%; inconclusive = mostly about -30% to -49%; note: % is set by controls: 0 for no effect and ±100 for the full control effect
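THP-1 cells pretreated 1 hr with compounds (up to 57.5 uM final), then stimulated with LPS (250 ng/mL final) plus ATP (1.25 mM final); secreted IL-1B measured by AlphaLISA after 16 hr, decreased signal indicating inhibition.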
HEK293 tox = qHTS of GLP-1 Receptor Inverse Agonists: Cytotox Screen; HEK293 cAMP-luciferase reporter cells, luminescence, 24 h; Potency, µM (top dose mostly 38.3 µM), inactives show at the highest dose activity change, negative = inhibition, hits mostly inhibitors; 410,000 compounds, 0.13% hits; AID 624418, 2012;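 note: loss of luciferase light is scored as toxicity; potency is the fitted concentration of half-maximal effect; % is set by controls: 0 for no effect and ±100 for the full control effect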
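1536-well qHTS counterscreen of the MLSMR; 200 cells/uL, 12 h pre-incubation, 23 nL cpd, 24 h at 37 deg C 5% CO2, luciferase detection reagent, 12 min RT, luminescence. Inhibition = undesired.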
KB-V1 cytotox = qHTS assay for MDR1-selective chemotherapeutics: Primary screen using the drug-selected MDR subline cells KB-V1 | Potency, µM (series often up to 46.1 µM), inactives show at the highest dose activity change, negative = cytotoxicity, most hits filed as cytotoxic | 400,000 compounds, 3.4% hits | KB-V1 MDR cells viability, CellTiter-Glo, 72 h; note: potency is the fitted concentration of half-maximal effect; % is set by controls: 0 for no effect and ±100 for the full control effect; nearly all actives have a fitted effect of over 60% in size
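Following 72 h at 37 degrees C with compound, KB-V1 cell viability was read by CellTiter-Glo luminescence, medium being phenol-red-free DMEM plus 10% FBS; concentration-response parameters came from normalized, curve-fitted qHTS data.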
D3 ag = qHTS of D3 Dopamine Receptor Agonist: qHTS; max activation, %; 410,000 compounds, 0.58% hits; AID 652048, 2013; D(3) dopamine receptor (Homo sapiens), P35462; D3R DiscoveRx beta-arrestin cells, luminescence, 90 min; in the data active = max activation above about 30%; note: 0% is about no effect; mostly tested at two doses, the higher about 12 µM
Target sequence (P35462 whole entry, looked up): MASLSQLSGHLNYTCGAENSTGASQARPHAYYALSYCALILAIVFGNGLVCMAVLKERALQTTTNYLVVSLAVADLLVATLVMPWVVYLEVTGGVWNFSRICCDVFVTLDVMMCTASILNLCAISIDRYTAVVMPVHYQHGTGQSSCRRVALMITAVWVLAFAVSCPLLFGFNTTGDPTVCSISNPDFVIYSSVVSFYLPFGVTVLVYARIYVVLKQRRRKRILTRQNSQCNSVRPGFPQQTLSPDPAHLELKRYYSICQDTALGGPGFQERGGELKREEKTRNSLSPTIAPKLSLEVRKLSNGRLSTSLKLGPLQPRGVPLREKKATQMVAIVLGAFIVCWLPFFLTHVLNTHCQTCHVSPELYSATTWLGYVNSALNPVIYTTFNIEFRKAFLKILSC
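Agonist mode: compounds and dopamine controls were applied to plated cells for 90 min at 37 degrees C after an overnight attachment at 1500 cells/well. Luminescent read-out followed 30 - 60 minutes at room temperature with DiscoveRx detection reagent.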
MCF10A rereplic = A quantitative high throughput screen for small molecules that induce DNA re-replication in MCF 10a normal breast cells; MCF 10A DNA re-replication, Hoechst nuclear intensity, 48 h; Potency, µM (titrated, usually from 46.1 µM), without a hit: at the top dose activity, positive = re-replication, actives largely listed as activators; 350,000 compounds, 2.9% hits; AID 624296, 2012; note: potency is the fitted concentration of half-maximal effect; % of control where 0% means no effect; nearly all actives have a fitted effect of over 50% in size
KB-3-1 cytotox = qHTS assay for MDR1-selective chemotherapeutics: Primary screen using the parental adenocarcinoma cell KB-3-1; 400,000 compounds, 1.4% hits; KB-3-1 viability, CellTiter-Glo ATP luminescence, 72 h; Potency, µM (series often up to 46.1 µM), for the others: at the top dose activity change, negative = cytotoxic, actives largely listed as cytotoxic; note: potency is the fitted concentration of half-maximal effect; % is set by controls: 0 for no effect and ±100 for the full control effect; nearly all actives have a fitted effect of over 60% in size
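Cytotoxicity measured as CellTiter-Glo luminescence after 72 h at 37 C. Compound titrations were pinned onto drug-naive KB-3-1 parental adenocarcinoma cells grown in DMEM with 10% FBS, and normalized data fitted to concentration-response curves.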
SW480 rereplic = A quantitative high throughput screen for small molecules that induce DNA re-replication in SW480 colon adenocarcinoma cells. SW480 DNA re-replication, Hoechst DNA content imaging, 48 h. AID 624297, 2012. Potency, µM (series often up to 46.1 µM), for inactives: top-dose re-replication activation, usual class: activators. 340,000 compounds, 1.8% hits; note: potency is the fitted concentration of half-maximal effect; % of control where 0% means no effect; nearly all actives have a fitted effect of over 55% in size
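DNA re-replication was detected as more nuclei of elevated Hoechst intensity after 48 hr exposure to compound (23 nL pinned per well of 250 cells).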
HT1080 IDH1KD tx = qHTS for induction of synthetic lethality in tumor cells producing 2HG: qHTS for the HT-1080-IDH1KD cell line; AID 686971, 2013; 360,000 compounds, 2% hits; Potency, µM (top dose mostly 46.1 µM), for the others: at the highest dose activity, negative = toxicity, actives largely listed as cytotoxic; HT-1080 IDH1 knockdown viability, ATP luminescence, 48 h;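 note: potency is the fitted concentration of half-maximal effect; 0% = DMSO wells and -100% = cell-free medium wells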
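HT-1080-IDH1KD cells (IDH1 knocked down), 750/well in RPMI with 5% FBS, treated with compound 48 h at 37 degrees C. Viability by CellTiter-Glo luminescence, normalised to DMSO and no-cell wells; concentration-response curves classed.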
An asterisk follows results filed as active; i = inactive; ? = inconclusive; / = not tested or not shown; & = joins results of further samples; [ ] = dose if it differs, or a comment. Unless noted, calls come from the whole dose curve; as a rule, active = well fitted curve in the direction sought with a large enough effect; inconclusive = small, poorly fitted or top-dose-only effect, or another doubt; inactive = no such curve, though single readings can be large; an effect the other way counts as inactive or inconclusive.

Each structure is followed by: IL1B secr inh	HT1080 IDH1KD tx	KB-3-1 cytotox	D3 ag	MCF10A rereplic	HT1080-NT tox	SW480 rereplic	HEK293 tox	KB-V1 cytotox
#1 CC(=O)C1=C(O)C(=O)N(c2ccc(O)cc2)C1c1ccccc1F (stereo not given)
    -19	12%	7%	-2	4%	27%	-8%	24%	-2%
#2 COc1ccc(OC)c(S(=O)(=O)N2CCC(NC(=O)c3ccccc3)CC2)c1
    5	7%	4%	8	-7%	12%	6%	1%	14%
#3 CCc1nc(Nc2ccc(F)cc2)c2oc3ccccc3c2n1
    ?	-16%	?	12	24%	-12%	-1%	7%	0%
#4 Cc1ccc(NS(=O)(=O)c2ccc(CCC(=O)N3CCOCC3)cc2)cc1
    -2	0%	-6%	-4	6%	-1%	?	4%	-14%
#5 Cc1[nH]c2ccc(OCc3ccccc3)cc2c1CCN1C(=O)OC(C)(C)C1(C)O (stereo not given)
    ?	-3%	-12%	2	14%	-9%	-5%	1%	-3%
#6 COc1ccc(C2/C(=C(/O)c3ccc4c(c3)CC(C)O4)C(=O)C(=O)N2CCN2CCOCC2)cc1OC (stereo not given)
    i	-6%	-9%	-8	-7%	2%	-8%	2%	1%
#7 Cc1cccn2c(=O)c3cc(C#N)c(=O)n(Cc4cccnc4)c3nc12
    -12	-3%	11%	3	2.6µM*	-15%	8.2µM*	130%[activator]	0%
#8 O=C(COC(=O)/C=C/c1ccc([N+](=O)[O-])cc1)Nc1ccc(F)cc1
    2	-1%	-1%	1	6%	-1%	-7%	14%	0%
#9 COc1cccc(OCCNCc2ccccc2)c1
    -19	8%	-1%	-15	-2%	-2%	-6%	20%	0%
#10 CC(C)c1c(C(=O)N/N=C/c2ccc(-c3ccccc3)cc2)nnn1-c1nonc1N
    19	-2%	0%	2	1%	6%	-5%	-7%	16%
#11 COc1cc(CCC(=O)NC2(C)CCS(=O)(=O)C2)cc(OC)c1OC (stereo not given)
    6	6%	5%	3	-3%	10%	-6%	-16%	1%
#12 Cc1oc(-c2ccccc2F)nc1CS(=O)CC(=O)NC1CCCCC1 (stereo not given)
    1	-1%	-19%	-8	9%	0%	1%	8%	-16%
#13 Cc1nc(-c2cccc3ccccc23)ccc1C(=O)O
    5	14%	0%	4	-2%	21%	7%	4%	?
#14 Cc1ccc(C(=O)Nc2ccc(Br)cc2)cc1S(=O)(=O)N1CCOCC1
    /	/	10µM*	-13	/	/	/	-13%	4.1µM*
#15 Cc1cc2oc3c(c(=O)c2cc1C)C(c1cccc(Br)c1)N(Cc1ccco1)C3=O (stereo not given)
    -2	?	-19%	2	10µM*	?	-19%	-9%	-9%
#16 O=C(C1=NN[C@@H]2C(=O)N(c3ccccc3C(F)(F)F)C(=O)[C@H]12)c1ccc2ccccc2n1
    5	28%	-16%	-4	4%	?	?	-14%	-11%
#17 CC(C)OCC(O)CN1CCN(C(c2ccccc2)c2ccccc2)CC1 (stereo not given)
    -6	-3%	-21%	-1	8%	1%	-19%	-2%	0%
#18 Cc1cc(C)nc(N2CCC(C(=O)NNC(=O)c3ccc(Cl)cc3)CC2)n1
    -8	3%	0%	2	-5%	29%	-5%	0%	?
#19 Cc1ccc(C)c(NC(=O)CN(C)C(=O)C2CCCC2)c1
    -5	21%	-3%	-2	9%	-4%	-5%	21%	8%
#20 C=CCNC(=O)c1ccccc1NC(=O)Nc1ccccc1
    -12	2%	0%	-6	?	-1%	1%	-21%	-6%
#21 COC(=O)c1ccc(C)c(N(CCO)CCO)c1
    0	7%	-4%	36*	6%	6%	-3%	-57%	12%
#22 Cc1ccc(CNC(=O)CCS(=O)(=O)c2ccc3c(c2)CC(C)N3C(=O)C2CC2)cc1 (stereo not given)
    20	-24%	21µM*	-2&0	10µM*	-13%	?	-18%&-25%	6%
#23 Cc1cc2sc3ccc(C#CC4(O)CCCCC4)cc3c(=O)c2cc1C
    17	17%	-13%	27	?	9%	-4%	1%	-7%
#24 NS(=O)(=O)c1ccc(NCc2cnc3ccccc3n2)cc1
    39	5%	19%	-3	/	4%	/	3%	11%
#25 Nc1nnc(-c2ccco2)s1
    5	12%	-13%	-10	2%	0%	16%	5%	-8%
#26 Cc1cccc2cc(C#N)c(NCCNS(=O)(=O)c3ccccc3)nc12
    30	-4%	-2%	-2	21µM*	2%	?	6%	?
#27 CCOc1cc(NC(=S)NC)c(OCC)cc1NC(=O)c1cccs1
    -24	8%	16%	0	-2%	0%	-6%	-2%	-18%
#28 Cc1ccc2nc(NC(=O)CSc3cc(C)[nH]c(=O)n3)sc2c1
    /	/	-16%	-7	/	/	/	1%	0%
#29 COc1ccc(C(=O)Nc2ccc3cn[nH]c3c2)c(OC)c1
    0	18%	8%	-5	-16%	?	-1%	-4%	5%
#30 CC1C(=O)N(Cc2cn(CC3CCCCC3)nn2)CCS(=O)(=O)N1Cc1ccc(-c2cccc(CO)c2)cc1 (stereo not given)
    11	-19%	?	3	/	-15%	/	-35%	-10%

3 entries out of the list, sorted by formula weight, low to high.
Each structure is followed by: IL1B secr inh	HT1080 IDH1KD tx	KB-3-1 cytotox	D3 ag	MCF10A rereplic	HT1080-NT tox	SW480 rereplic	HEK293 tox	KB-V1 cytotox
#20 C=CCNC(=O)c1ccccc1NC(=O)Nc1ccccc1
    -12	2%	0%	-6	?	-1%	1%	-21%	-6%
#8 O=C(COC(=O)/C=C/c1ccc([N+](=O)[O-])cc1)Nc1ccc(F)cc1
    2	-1%	-1%	1	6%	-1%	-7%	14%	0%
#10 CC(C)c1c(C(=O)N/N=C/c2ccc(-c3ccccc3)cc2)nnn1-c1nonc1N
    19	-2%	0%	2	1%	6%	-5%	-7%	16%

Next section:
Each structure is followed by: IL1B secr inh	HT1080 IDH1KD tx	KB-3-1 cytotox	D3 ag	MCF10A rereplic	HT1080-NT tox	SW480 rereplic	HEK293 tox	KB-V1 cytotox
#31 CC1CCCC(C)N1C(=O)COC(=O)c1cccs1 (stereo not given)
    10	1%	2%	5	7%	0%	15%	3%	?
#32 CN1C(=O)CC(C(=O)O)SC1=Nc1ccc(F)cc1 (stereo not given)
    20	28%	1%	-2	-11%	-6%	-13%	1%	1%
#33 CCOC(=O)/C=C/[C@H]1CCc2cccc(Cl)c2O1
    31	8%	-1%	1	-16%	10%	-6%	21%	0%
#34 Fc1ccc(-n2c(Cc3cccs3)n[nH]c2=S)cc1Cl
    1	5%	3%	-2	?	6%	0%	2%	8%
#35 CCCCNC(=O)CCC(=O)Nc1ccc2nc(N3CCC(C)CC3)cc(C)c2c1
    -6	-14%	-23%	1	21µM*	-27%	?	6%	-9%
#36 COC(=O)c1ccccc1NC(=O)CSc1nc(N)cc(N)n1
    8	-3%	-7%	2	0%	2%	-3%	-12%	0%
#37 O=C(OC(C(=O)NCc1cccs1)c1ccccc1F)c1ccco1 (stereo not given)
    -1	0%	-5%	0	7%	-1%	-5%	42%[activator]	3%
#38 CC(C)(C)OC(=O)N1CCC(Cc2cc(-c3cccc(Br)c3)no2)(C(=O)O)CC1
    5	-3%	-1%	-7	1%	-27%	0%	-1%	0%
#39 CCCNS(=O)(=O)c1cccc2cccnc12
    -9	3%	-3%	-2	14%	20%	1%	-4%	-9%
#40 N=c1c(C(=O)NC2CCCCC2)cc2c(=O)n3ccccc3nc2n1Cc1ccccc1
    21	1%	-3%	-5	2.6µM*	-2%	9.2µM*	204%[activator]	-11%
#41 Cc1cc(C)n2nc(CNC(=O)c3cccc(Cl)c3)nc2n1
    /	/	2%	-9	/	/	/	2%	7%
#42 O=C(C1CCCN(S(=O)(=O)c2ccc(Br)s2)C1)N1CCN(c2ccccc2)CC1 (stereo not given)
    -16	-20%	-19%&-12%	23&16	?	-4%	-28%	-21%&-1%	-28%&4%
#43 O=C(NCCCN1CCc2ccccc2C1)Nc1ccc(Br)cc1
    -17	18µM*	-15%	-8	11%	?	3%	4%	-5%
#44 CCn1c(=O)cc(OCC(=O)Nc2cccnc2)c2ccccc21
    24	3%	21%	6	11%	2%	0%	-5%	5%
#45 Cn1c(SCC(=O)NCc2ccccc2)nnc1-c1ccc(NC(=O)CCc2ccccc2)cc1
    20	-14%	-2%	-10	5%	0%	1%	-4%	-3%
#46 N/C(=N\OC(=O)Nc1ccccc1)c1ccno1
    /	13%	-3%	-2	-25%	12%	-5%	12%	-2%
#47 CC1=N/C(=C/c2ccco2)C(=O)O1
    11	17%	24%	5	-6%	14%	4%	21%	9%
#48 O=C(COC(=O)c1ccc2c(=O)n3c(nc2c1)CCC3)NC1CCS(=O)(=O)C1 (stereo not given)
    2	1%	10%	6	-4%	2%	-2%	-3%[0.307 µM]	-1%
#49 COc1ccc(OC)c(CNS(=O)(=O)c2c(C)nc3scc(C)n3c2=O)c1
    22	1%	-1%	2	2%	-1%	-13%	5%	?
#50 CCN(C(=O)COC(=O)c1cc(S(=O)(=O)Nc2c(C)n(C)n(-c3ccccc3)c2=O)ccc1Cl)C1CCCCC1
    -22	-10%	11%	8	-3%	-12%	-3%	-9%	60%
#51 CCOc1cc(C2C(C#N)=C(N)Oc3cc(N)ccc32)ccc1O (stereo not given)
    -15	-2%	7%	2	?	17%	11%	-1%	-18%

High-throughput results from PubChem.
